Screens: PubChem BioAssay, several laboratories
OXTR potentiate: human OXTR potentiators, primary screen, fluorescence, CHO-OTR cells, Fluo-8 calcium. Fluo-8 calcium fluorescence, potentiator mode; 0% = oxytocin EC15, 100% = EC100. AID 2445, 2010. 320,000 compounds, 0.061% hits. activation, % at 3 µM. Oxytocin receptor (Homo sapiens), P30559;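 active = activation above that plate's cutoff, the mean activation of tested compounds plus 3 SD, cut at about 6.6% in these data, passing the limit was not always enough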;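 note: 100% uses oxytocin at 75 nM as the full agonist control; some results filed as inactive read as strong as hits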
Target sequence (P30559 whole entry, looked up): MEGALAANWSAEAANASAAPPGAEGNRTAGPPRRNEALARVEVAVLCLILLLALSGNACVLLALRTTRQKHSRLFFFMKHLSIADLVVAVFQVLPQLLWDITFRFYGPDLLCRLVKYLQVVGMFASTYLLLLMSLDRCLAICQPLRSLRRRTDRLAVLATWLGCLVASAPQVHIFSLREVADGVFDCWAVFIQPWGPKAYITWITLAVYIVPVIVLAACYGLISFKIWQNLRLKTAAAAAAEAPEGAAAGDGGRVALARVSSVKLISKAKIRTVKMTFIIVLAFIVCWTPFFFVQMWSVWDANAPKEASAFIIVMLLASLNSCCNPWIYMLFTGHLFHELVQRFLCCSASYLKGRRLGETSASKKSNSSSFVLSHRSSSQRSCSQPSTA
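Assay system: CHO-OTR cells, human receptor / Also added: oxytocin at about EC15, sub-maximal agonist stimulus / Dosing: single dose, 3.0 µM nominal final compound concentration / Incubation: 6 min pre-incubation, 100 s read / Technique: Fluo-8 calcium dye fluorescence / Read-out: % activation vs EC15 and EC100 oxytocin / Benchmarks: EC15 oxytocin low, 75 nM oxytocin high / Replicates: singlicate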
NALP1 yeast inh: NALP1 inflammasome inhibitors in reconstituted yeast, colorimetric, S. cerevisiae, triplicate retest; S. cerevisiae NALP1/ASC/caspase-1 growth, X-gal OD620, 72 h; 280,000 compounds, 0.61% hits; inhibition, % at 10 µM; in the data active = inhibition mostly above about 24%, no sharp cut-off; inactive = mostly below about 32%; note: some compounds called inactive have numbers as strong as hits
MEKK2 WT-MEK5: modulators of MEK5 binding to wildtype MEKK2, primary screen, biochemical, multiplex bead flow cytometry, Alexa488-MEK5 | 290,000 compounds, 1.1% hits | Mitogen-activated protein kinase kinase kinase 2 (Homo sapiens), Q9Y2U5 | binding response (% of control), % at 10 µM | Alexa488-MEK5 binding to MEKK2 WT; actives lie on both sides; in the data active = binding response below about 67% or above about 130%
OXTR ag: human OXTR agonists, primary screen, fluorescence, CHO-OTR cells, Fluo-8 calcium; activation, % at 3 µM; 320,000 compounds, 0.32% hits; Oxytocin receptor (Homo sapiens), P30559; Fluo-8 calcium fluorescence; normalized: DMSO 0%, oxytocin 100%; AID 2435, 2010;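 active = activation above the mean of all tested compounds plus 3 SD, cutoff set per screening run, cut at about 20% in these data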;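 note: peak over basal fluorescence ratio from a 100 s FLIPR kinetic read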
MEKK2mut PB1 HTS: MEK5 binding signal on mutant MEKK2 PB1, primary screen, biochemical, multiplex bead flow cytometry, Alexa488-MEK5; Alexa488-MEK5 binding to MEKK2 mutant; percent response, % at 10 µM; 290,000 compounds, 0.35% hits; AID 1530, 2009; in the data active = percent response above about 24%, passing the limit was not always enough; note: inactives centre near 1; some results filed as inactive read as strong as hits; reference of the scale not given here
GalR3 antag: GalR3 antagonists in HEK293 cells, primary screen, cell-based, fluorescence readout; Galanin receptor type 3 (Homo sapiens), O60755; HEK293 GalR3-CNG cAMP membrane potential fluorescence; galR3 body fused to GalR1 C-terminus; inhibition, % at 3 µM; 360,000 compounds, 0.44% hits; AID 651719, 2012;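 active = inhibition above the screen-wide average plus 3 SD, cut at about 13% in these data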;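 note: forskolin and galanin both at EC90 stimulate the cells; cAMP rise reported by CNG channel membrane potential dye signal; 0% = forskolin plus galanin with DMSO and 100% = forskolin alone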
Target sequence (O60755 1-299 limits assumed): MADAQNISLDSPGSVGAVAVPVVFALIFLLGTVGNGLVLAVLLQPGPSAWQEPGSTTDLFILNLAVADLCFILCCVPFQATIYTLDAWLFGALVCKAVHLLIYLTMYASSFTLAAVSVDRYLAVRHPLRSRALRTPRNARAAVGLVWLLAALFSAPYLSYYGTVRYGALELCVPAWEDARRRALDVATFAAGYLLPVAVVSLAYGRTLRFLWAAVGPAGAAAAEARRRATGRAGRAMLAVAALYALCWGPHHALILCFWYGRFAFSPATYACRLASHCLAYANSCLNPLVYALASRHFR
GPR7 antag: GPR7 receptor antagonists, primary screen, cell-based, fluorescence, single concentration | inhibition, % at 4.4 µM | 290,000 compounds, 1.1% hits | GPR7-expressing cells, fluorescence antagonist assay | Neuropeptides B/W receptor type 1 (Homo sapiens), P48145; in the data active = inhibition above about 16%, passing the limit was not always enough;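 note: cells stimulated with the agonist NPW; 0% = agonist with vehicle and 100% = vehicle without agonist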
V1R ag counter: agonists of human V1a receptor, primary screen, counter-screen for OXTR agonist project, fluorescence, CHO-V1R cells | Vasopressin V1a receptor (Homo sapiens), P37288 | Fluo-8 calcium fluorescence, agonist mode; 0% DMSO, 100% 3 nM vasopressin | activation, % at 3 µM | 320,000 compounds, 0.25% hits;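 active = activation above the mean activation of all tested compounds plus 3 SD, per screening run, cut at about 20% in these data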;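 note: signal is peak over basal fluorescence ratio across a 100 second FLIPR read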
Target sequence (P37288 whole entry, looked up): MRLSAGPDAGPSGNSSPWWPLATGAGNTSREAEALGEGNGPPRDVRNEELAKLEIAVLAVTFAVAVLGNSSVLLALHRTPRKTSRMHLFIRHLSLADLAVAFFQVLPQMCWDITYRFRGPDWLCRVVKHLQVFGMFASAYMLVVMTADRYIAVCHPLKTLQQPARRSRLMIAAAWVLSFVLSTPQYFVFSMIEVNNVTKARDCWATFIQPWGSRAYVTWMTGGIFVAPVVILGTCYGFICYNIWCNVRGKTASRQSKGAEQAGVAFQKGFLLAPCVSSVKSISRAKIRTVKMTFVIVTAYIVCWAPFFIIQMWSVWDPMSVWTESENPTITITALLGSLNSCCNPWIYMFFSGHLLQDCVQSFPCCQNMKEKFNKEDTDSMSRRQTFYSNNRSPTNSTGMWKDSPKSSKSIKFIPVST
PfM18AAP inh: PfM18AAP inhibitors, malaria aminopeptidase, primary screen, biochemical, QFRET, recombinant enzyme. H-Glu-NHMec fluorogenic cleavage. 290,000 compounds, 1.2% hits. AID 1822, 2009. inhibition, % at 7.35 µM;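 active = inhibition above the campaign mean inhibition over all tested compounds plus 3 SD, cut at about 28% in these data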;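 note: 0% = plate median of test compound wells and 100% = 2 mM ZnCl2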
Starred values were filed as active, the others as inactive; . = not tested or not shown.

Every second line gives: OXTR ag	PfM18AAP inh	V1R ag counter	MEKK2mut PB1 HTS	MEKK2 WT-MEK5	GPR7 antag	OXTR potentiate	NALP1 yeast inh	GalR3 antag
CN(C)CCCNc1nc(N)c([N+](=O)[O-])c(NC2CCCCC2)n1
 : 2.5	1	0.3	12	118	-13	-1	11	-12
CCN(CC)CCOC(=O)c1ccc(NC(=O)c2cccc(C)c2[N+](=O)[O-])cc1
 : 1.2	-4	1.0	12	115	-6	-10	2	-5
Cc1cccc(C)c1N=C1C(=O)Nc2ccccc21
 : 0.6	2	-0.7	8	108	-8	-7	9	-7
Cc1ccc(NS(=O)(=O)c2cc(NC(=O)C(C)Oc3ccccc3)ccc2C)c(C)c1 (stereo unspecified)
 : -1.8	-8	0.9	-2	105	-11	-17	.	-1
COc1ccc(C2CC(=O)Nc3n[nH]c(-c4ccccc4)c32)cc1OC (stereo unspecified)
 : -0.3	2	1.5	-2	97	-9	-3	5	-1
CC1(C)CC2CC(C)(CN2S(=O)(=O)c2cccc(C(=O)OCC(N)=O)c2)C1 (stereo unspecified)
 : 1.0	.	-0.4	.	.	.	-13	.	0
CC(C)NC(=O)c1ccccc1S(=O)c1ccccc1C#N (stereo unspecified)
 : 0.2	-5	0.6	3	111	-5	-16	9	2
CCN(C(=O)COC(=O)c1cccc(S(=O)(=O)N(CC)CC)c1)C1CCS(=O)(=O)C1 (stereo unspecified)
 : -0.3	-6	0.8	3	106	15	-2	3	-2
COc1ccc(N2CCN(C(=O)CSc3ncnc4c3cnn4-c3ccccc3C)CC2)cc1
 : 0.5	0	0.3	1	101	-5	-5	6	-4
Cc1nc(=O)c(-c2ccccc2)c(C)n1CCCCCC(=O)O
 : 1.3	4	0.5	-1	104	-7	-3	4	-5
O=C(O)c1ccc(Oc2cccc([N+](=O)[O-])c2)cc1C(=O)O
 : -0.4	-1	0.0	-3	96	7	-2	10	3
Cc1ccc(S(=O)(=O)n2ccc3c2CCCC3=O)cc1
 : 1.1	-6	2.6	13	103	-3	-13	16	-9
O=C(NNS(=O)(=O)c1ccc(Br)cc1)NC1CCCCC1
 : -1.2	-60	-0.9	-8	87	7	-3	12	-4
COc1ccc(CCn2c(=S)[nH]c3ccc(N4CCOCC4)cc3c2=O)cc1OC
 : -0.5	1	0.4	-7	95	-5	4	-5	4
CN1CCC(OC(=O)C23CCC(C)(C(=O)O2)C3(C)C)CC1 (stereo unspecified)
 : 0.7	-9	0.7	4	102	-13	-1	11	-4
COc1cc(NC(=S)NC(=O)C(C)C)ccc1NC(=O)c1cc2ccccc2o1
 : 0.3	3	0.7	3	100	-12	-10	-12	-1
Cc1ccc(-c2nc(CS(=O)(=O)CC(=O)NCc3cccc(F)c3)c(C)o2)cc1
 : -1.6	-1	0.1	4	104	-4	-1	21	.
CCOC(=O)CC1C(=O)NCCN1C1CCCC1 (stereo unspecified)
 : 1.7	-12	0.2	-7	96	-1	1	11	1
COc1ccccc1N1CCN(C(=O)CSc2nnc(-c3ccoc3C)o2)CC1
 : -0.1	-4	0.4	0	97	-3	-7	11	-2
Cc1cc(C)n(C(=O)c2ccncc2)n1
 : 0.5	3	1.4	0	101	-19	-4	-7	.
Cc1ccc(C(=O)NCCCNc2ccc(C(F)(F)F)cc2[N+](=O)[O-])cc1
 : -1.3	8	0.7	-1	105	-7	-5	69	-6
COc1ccc(Cl)cc1NC(=O)CN(C)C(=O)c1cn(-c2ccccc2)nc1-c1cccnc1
 : -1.1	.	1.9	.	.	.	-10	.	-1
c1coc(-c2nnc(SCc3cn4ccccc4n3)o2)c1
 : 0.2	1	1.7	7	103	20	1	2	-2
O=C(O)Cc1ccc(NC(=O)Nc2ccc3c(c2)OCO3)cc1
 : .	10	.	1	96	-6	.	-3	1
CC(C)Cn1c(CN2C(=O)c3ccccc3C2=O)nc2ccccc2c1=O
 : 0.1	-8	0.3	7	102	8	-5	14	5
Cc1ccc2c(c1)nnn2C1CCN(C(=O)C23CC4CC(CC(C4)C2)C3)CC1
 : -1.1	0	-0.3	-1	98	-7	-18	-2	-5
Brc1ccc(-c2csc(NNC3=NCCCCC3)n2)cc1
 : -0.7	2	-1.0	4	107	5	-13	3	-3
COc1ccc(/C=C(/NC(=O)c2ccccc2)C(=O)N2CCOCC2)cc1OC
 : 0.6	11	-0.6	3	97	-8	-4	-3	-2
CCN(CC)C1CCN(C(=O)c2cc(COc3ccc(F)cc3Cl)on2)C1 (stereo unspecified)
 : 0.9	-4	1.4	10	105	-14	-4	-8	-4
CCOc1cnc(-c2ccc(Cl)cc2)o1
 : -0.6	0	0.1	15	101	-9	-1	30	0

Some of these compounds in order of the MEKK2 WT-MEK5 value, ascending.
smiles	MEKK2 WT-MEK5
Cc1nc(=O)c(-c2ccccc2)c(C)n1CCCCCC(=O)O	104
CCN(C(=O)COC(=O)c1cccc(S(=O)(=O)N(CC)CC)c1)C1CCS(=O)(=O)C1 (stereo unspecified)	106
Cc1cccc(C)c1N=C1C(=O)Nc2ccccc21	108

Carrying on.
Every second line gives: OXTR ag	PfM18AAP inh	V1R ag counter	MEKK2mut PB1 HTS	MEKK2 WT-MEK5	GPR7 antag	OXTR potentiate	NALP1 yeast inh	GalR3 antag
CN1CCN(S(=O)(=O)c2ccc(Br)s2)CC1
 : 1.1	-3	-0.5	2	97	3	5	-3	-3
O=C(NC1CCCCC1)Sc1ccc(Cl)cc1
 : -0.2	2	11	-2	100	-5	-10	1	1
O=C(CN1C(=O)NC2(CCCC2)C1=O)NCc1ccc(Cl)cc1
 : 1.3	.	0.8	.	.	.	1	.	1
C=CCOc1ccccc1/C=c1\sc2nc(=O)c(C)nn2c1=O
 : -1.1	7	-0.2	1	103	-8	-6	-2	.
CCc1ccccc1NC(=O)C(Cc1ccccc1)c1nn[nH]n1 (stereo unspecified)
 : -0.1	-15	2.4	2	103	-4	3	21	-7
CCOC(=O)c1ccc(NC(=S)N2CCSC2c2ccc(OC)cc2)cc1 (stereo unspecified)
 : 32*	6	18	3	109	2	-21	16	-4
Cc1cc(Cl)c(S(=O)(=O)NCc2ccncc2)cc1OCC(N)=O
 : 0.0	0	1.3	2	101	5	-7	6	-4
CC1CCCCC12NC(=O)N(CC(=O)N1CCN(S(=O)(=O)/C=C/c3ccccc3)CC1)C2=O (stereo unspecified)
 : -0.3	.	-1.2	.	.	.	-10	.	-2
O=C(COC(=O)Cn1cnc2ccccc2c1=O)Nc1ccc(Cl)c(C(F)(F)F)c1
 : 6.7	-8	5.2	-2	95	-4	-11	15	-2
O=C(CSc1ccccn1)N1CCc2ccccc21
 : -0.7	-4	-0.3	-3	96	-1	1	8	-1
Cc1ccc(COc2ccc(/C=N/O)cc2)cc1
 : -2.1	-4	0.4	-2	98	-20	-8	25	-5
COc1cc(/C=N/n2nnnc2Nc2ccccc2)cc(OC)c1OC
 : 2.9	-6	3.4	-6	90	5	-9	28	.
COc1ccc(CCNC(=O)CSc2nnc3ccccn23)cc1
 : 0.8	7	0.3	-4	94	-16	2	5	-1
CCN(CC)S(=O)(=O)c1ccc(N2CCOCC2)c(NC(=O)Cc2cccc3ccccc23)c1
 : 0.4	-5	0.9	-2	97	-6	-4	15	-1
Cc1cccc(Nc2nc(N)nc(-c3oc4ccccc4c3C)n2)c1
 : -0.5	-17	0.7	-21	77	-15	-7	6	-7
Cc1cc(OCCOc2cccc3cccnc23)cc(C)c1Cl
 : -1.1	-3	0.2	3	103	-16	-12	14	2
COc1cccc(-c2ccc(NC(=O)C3CCCN(Cc4ccc(CO)o4)C3)cc2)c1 (stereo unspecified)
 : 2.9	3	17	8	111	5	-6	11	0
CCCCN(C(=O)C1CCC1)c1c(N)n(CCC)c(=O)[nH]c1=O
 : 1.5	.	1.4	.	.	.	-5	.	0
O=C(CN(C(=O)CCC(=O)Nc1nccs1)c1cccc(F)c1)NCc1ccccc1
 : 1.4	-12	1.2	9	107	4	-8	12	-8
COc1ccc2[nH]c(C(=O)N3CCC(CO)(Cc4cccc(C(F)(F)F)c4)CC3)c(C)c2c1
 : 2.4	-6	1.4	8	106	1	-10	23	0
Cc1nonc1NC(=O)CSc1nnc(-c2ccoc2C)n1-c1cccc(Cl)c1
 : -1.5	2	-1.0	-2	101	-9	-24	44*	0
CN(C)C(=O)c1cc(C(=O)c2ccc(C(F)(F)F)cc2)c[nH]1
 : 4.6	-4	7.2	0	102	10	-18	16	-9
CCOC(=O)COn1c(=O)c(=O)n(OC)c2ccccc21
 : 0.0	-2	-0.9	14	108	-3	-7	3	-2
CCc1cc2c(-c3ccccc3)cc(=O)oc2c(CN2CCOCC2)c1O
 : 0.3	-7	-0.2	5	106	-8	-7	41	-3
CC1(c2ccc(OC(F)F)cc2)NC(=O)N(CC(=O)NC2CCCC2)C1=O (stereo unspecified)
 : 3.5	.	2.5	.	.	.	-10	.	-4
C=CCN1C(c2ccccc2)=CS/C1=C(\C#N)c1nnc2n1CCCCC2
 : 0.8	-3	1.0	-6	93	4	-8	23	3
O=C(CSCc1ccco1)Nc1cc(C(F)(F)F)ccc1N1CCOCC1
 : -2.8	6	-1.2	-2	96	-7	4	-16	-12
CCCN(CCC)C(=O)CSc1nc2n[nH]c(C)c2c(=N)n1-c1ccc(OCC)cc1
 : -2.7	-5	-1.4	8	108	-13	-15	-20	.
CCOC(=O)N1CCN(c2cc(N3CCN(CC)CC3)c(F)cc2[N+](=O)[O-])CC1C (stereo unspecified)
 : 2.8	4	3.5	11	114	-10	-6	17	-7
O=S(=O)(NCc1ccco1)c1ccc(S(=O)(=O)N2CCCC2)cc1
 : 0.7	3	0.2	-12	88	-2	-2	18	-2
COc1cccc(C(=O)NC(=S)Nc2ccccc2N2CCCC2)c1
 : -0.3	8	-0.7	-6	95	-8	-3	-17	-6
O=C(Cn1nnc(-c2ccc(Cl)cc2)n1)NC1CC2CCC1C2 (stereo unspecified)
 : 2.8	-9	2.6	5	111	-10	-8	4	-8
CCOC(=O)C(O)(C1C(=O)CC(C)(C)CC1=O)C(F)(F)F (stereo unspecified)
 : -0.3	-5	0.9	3	112	-14	-3	8	-12
COc1cc(C(=O)O/N=C2\C=CC(=O)C(C)=C2)cc(OC)c1OC
 : 0.2	-3	-0.1	-2	98	-7	-2	18	-1
Nc1cccc(CCc2nc3cc4ccccc4cc3[nH]2)c1
 : -0.4	-1	0.7	-2	96	15	-3	-5	-10
CCC(CC)NC(=O)c1cc(OC)c(OC)c(OC)c1
 : -0.2	-2	0.0	.	.	-8	-15	-27	-1
CCOc1cc(C(c2c(O)nc(SC)[nH]c2=O)c2c(O)nc(SC)[nH]c2=O)ccc1O
 : 1.0	.	1.5	.	.	.	-1	.	-2
